Screens: PubChem, National Center for Advancing Translational Sciences (NCATS)
ALOX12 inhib = qHTS Assay for Inhibitors of 12-hLO (12-human lipoxygenase); purified 12-hLO, xylenol orange hydroperoxide absorbance; hit rate 0.12% among 150,000; Polyunsaturated fatty acid lipoxygenase ALOX12 (Homo sapiens), P18054; Potency, µM (highest dose often 57.1 µM), without a hit: at the highest dose activity change, negative = inhibition, actives largely listed as inhibitors; AID 1452, 2008; active = well fitted inhibition curve with a large enough effect; inconclusive = small, poorly fitted or top-dose-only effect; also: potency is read from the fitted curve at half-maximal effect; nearly all actives have a fitted effect of over 55% in size; many of its hits are not listed in these tables
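Purified human 12hLO (150 nM), preincubated 15 min with compound, then 40 uM arachidonic acid for 30 min, room temperature, Hepes pH 7.0 with 0.01% Triton X-100. Hydroperoxide detected by ferrous iron/xylenol orange; 573/405 nm absorbance ratio gives reaction progress.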
IMPase cell inh = qHTS Assay for Identifying the Cell-Membrane Permeable IMPase Inhibitors | inhibition (IP1 accumulation), % at 46.1 µM | CHO-M1 cells, IP1 accumulation, HTRF TR-FRET ratio | Inositol monophosphatase 1 (Rattus norvegicus), P97697 | 120,000 tested, under 10 active; active = well fitted curve in the direction sought with a large enough effect in the signal ratio, not every such curve was filed as active; inconclusive = small, poorly fitted or top-dose-only effect, or a change in a side signal; inactive = no such curve, though single readings can be large or run the other way; the % refers to the signal ratio;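 also: cells stimulated with carbachol in lithium chloride buffer; plate controls were DMSO basal wells for no effect and reference inhibitor wells for full effect; higher means more IMPase inhibition seen as more IP1 and lower FRET ratio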
Target sequence (P97697 whole entry, looked up): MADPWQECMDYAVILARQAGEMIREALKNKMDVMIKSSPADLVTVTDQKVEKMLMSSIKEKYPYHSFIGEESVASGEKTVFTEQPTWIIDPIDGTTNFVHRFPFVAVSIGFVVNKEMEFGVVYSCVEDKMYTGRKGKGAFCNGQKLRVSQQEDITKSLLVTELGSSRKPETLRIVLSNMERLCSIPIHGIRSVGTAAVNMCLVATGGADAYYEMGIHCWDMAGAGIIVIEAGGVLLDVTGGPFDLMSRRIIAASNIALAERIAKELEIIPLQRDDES
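Measured: the HTRF emission ratio (665/620 nm) plus the 620 nm donor channel, each fitted to the Hill equation to give AC50. Cells were CHO-M1 given compounds up to 46 uM and a 30 min carbachol stimulation at 37C.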
* marks the source's active call; other numbers are inactive results. Unless noted, % is scaled to controls: 0 for no effect and ±100 for the full control effect. An excerpt. The share of hits here may be higher or lower than overall.

What do the screens show for `CCCC1=Nc2cc(C(=O)NC3CCC(C)CC3)ccc2Sc2ccccc21` (centres undefined)?
IMPase cell inh: 2

Results for O=C(Nc1ccc(Br)cc1C(=O)c1ccccc1)c1ccccc1 ?
IMPase cell inh: 10

Results for O=C(Nc1ccc(Cl)cc1C(=O)c1ccccc1)c1cc(Cl)cc(Cl)c1 ?
IMPase cell inh: -1

How did CCN(CC)C(=O)c1ccc(NC(=O)COc2ccc(-c3nn(C)c(=O)c4ccccc34)cc2)cc1 do in these assays?
IMPase cell inh: 0

How did Cc1ccc(-n2c(=O)[nH]c3ccc(Br)cc3c2=O)cc1 do in these assays?
IMPase cell inh: -12

What do the screens show for `CCOc1ccc(CN(CCc2ccc3c(c2)OCO3)Cc2ccc(CC)cc2)cc1`?
IMPase cell inh: 1

What do the screens show for `Cc1cccc(-n2c(/C=C/c3c(C)[nH]c4ccccc34)nc3ccccc3c2=O)c1`?
IMPase cell inh: 8

Results for COc1ccc(C(=O)Nc2ccc(Cl)cc2C(=O)c2ccccc2)c(OC)c1 ?
IMPase cell inh: 6

How did COc1ccc(OCC(=O)N2CCN(Cc3cccc(OC)c3OC)CC2)cc1 do in these assays?
IMPase cell inh: -3

What do the screens show for `Cc1ccccc1NC(=O)c1c(NC(=O)c2ccccc2F)sc2c1CCC(C)C2` (centres undefined)?
IMPase cell inh: inconclusive

Results for CCOc1ccc(CN(CCc2ccc3c(c2)OCO3)Cc2ccc(OC)c(Br)c2)cc1 ?
IMPase cell inh: 4

Results for Cc1ccc(OCC(=O)N2CCN(Cc3ccc(F)cc3)CC2)cc1 ?
IMPase cell inh: 14

What do the screens show for `CCCSc1nc2ccccc2c(=O)n1-c1ccccc1OC`?
IMPase cell inh: 2

Results for COc1cc(OC)cc(C(=O)Nc2ccc(Cl)cc2C(=O)c2ccccc2Cl)c1 ?
IMPase cell inh: -1

Results for CCCCC[C@@H](/C=C/C=C\C/C=C\C/C=C\CCCC(=O)O)OO ?
ALOX12 inhib: 1%

How did CCCCC/C=C\C/C=C\CCCCCCCCCC(=O)NCCc1ccc(O)c(O)c1 do in these assays?
ALOX12 inhib: 1%

Results for CC/C=C\C/C=C\C/C=C\C/C=C\C/C=C\CCCC(=O)NCCO ?
ALOX12 inhib: 1%

What do the screens show for `CC/C=C\C[C@@H](/C=C/C=C\C/C=C\C/C=C\CCCC(=O)O)OO`?
ALOX12 inhib: 1%

How did CCCCCCCCCCCCCCC[C@@H](O)[C@@H](N)COP(=O)(O)O do in these assays?
ALOX12 inhib: 3%

An excerpt from above in order of length of the SMILES, ascending:
What do the screens show for `CCCSc1nc2ccccc2c(=O)n1-c1ccccc1OC`?
IMPase cell inh: 2

How did Cc1ccc(-n2c(=O)[nH]c3ccc(Br)cc3c2=O)cc1 do in these assays?
IMPase cell inh: -12

Results for CC/C=C\C/C=C\C/C=C\C/C=C\C/C=C\CCCC(=O)NCCO ?
ALOX12 inhib: 1%

How did CCCCCCCCCCCCCCC[C@@H](O)[C@@H](N)COP(=O)(O)O do in these assays?
ALOX12 inhib: 3%

Results for CCCCC[C@@H](/C=C/C=C\C/C=C\C/C=C\CCCC(=O)O)OO ?
ALOX12 inhib: 1%

How did CCCCC/C=C\C/C=C\CCCCCCCCCC(=O)NCCc1ccc(O)c(O)c1 do in these assays?
ALOX12 inhib: 1%

What do the screens show for `Cc1ccccc1NC(=O)c1c(NC(=O)c2ccccc2F)sc2c1CCC(C)C2` (centres undefined)?
IMPase cell inh: inconclusive

Results for COc1cc(OC)cc(C(=O)Nc2ccc(Cl)cc2C(=O)c2ccccc2Cl)c1 ?
IMPase cell inh: -1

Results for CCOc1ccc(CN(CCc2ccc3c(c2)OCO3)Cc2ccc(OC)c(Br)c2)cc1 ?
IMPase cell inh: 4

What do the screens show for `Cc1cccc(-n2c(/C=C/c3c(C)[nH]c4ccccc34)nc3ccccc3c2=O)c1`?
IMPase cell inh: 8

How did CCN(CC)C(=O)c1ccc(NC(=O)COc2ccc(-c3nn(C)c(=O)c4ccccc34)cc2)cc1 do in these assays?
IMPase cell inh: 0
